Source: PubChem BioAssay
HSF-1 act = increases HSF-1 driven luciferase reporter signal. NIH3T3-HGL HSF-1 luciferase reporter, MG132, 8 h; 100% = twice DMSO control signal. activation, % at 9 µM. 300,000 tested, 1.7% active;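 active means mean replicate activation of at least 50% with a set share of replicates each reaching 50%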;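 further: 0% = median of the neutral control wells and 100% = twice that signal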
GSK3beta inhib = human GSK3beta kinase inhibition; GST-GSK3beta kinase, ADP-Glo luminescence, 60 min; hits give low values; activity score (negative = inhibition), % at 10 µM; AID 2097; 300,000 tested, 0.038% active;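 active means more than half of replicate wells score below -50%, meaning over 50% inhibition versus plate controls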;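 further: 0% = median DMSO wells and -100% = median GW8510 positive control wells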
Target sequence (P49841 whole entry, looked up): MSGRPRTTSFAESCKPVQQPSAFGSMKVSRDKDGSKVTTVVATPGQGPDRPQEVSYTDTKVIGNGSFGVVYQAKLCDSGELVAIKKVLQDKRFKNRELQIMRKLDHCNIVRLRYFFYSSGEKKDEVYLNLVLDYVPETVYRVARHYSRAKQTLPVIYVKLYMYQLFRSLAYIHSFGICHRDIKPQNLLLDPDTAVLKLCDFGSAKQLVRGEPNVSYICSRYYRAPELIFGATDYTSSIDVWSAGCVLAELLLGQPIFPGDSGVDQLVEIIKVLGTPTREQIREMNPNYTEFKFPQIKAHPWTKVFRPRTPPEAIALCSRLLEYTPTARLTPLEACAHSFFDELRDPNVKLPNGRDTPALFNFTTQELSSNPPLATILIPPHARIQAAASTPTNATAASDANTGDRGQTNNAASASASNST
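Test system – GST-tagged human GSK3beta kinase, cell-free · Incubation – 60 min enzyme reaction, room temperature · Signal – ADP-Glo luminescence · Also added – peptide substrate and ATP at 25 µM · Controls – DMSO neutral wells and GW8510 at 20 µM as positive · Buffer or medium – Tris/MgCl2 kinase buffer · Measure – Luminescence-derived activity versus plate DMSO and GW8510 wells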
AI-2 QS modul = modulates the Vibrio harveyi AI-2 quorum sensing system. activity change, % at 7.5 µM. Vibrio harveyi JMH597 AI-2 luminescence/OD600 ratio, 9 h; hits give low values; strain lacks LuxN and CqsS sensors; 0 = neutral-control median. AID 2094. 300,000 tested, 0.4% active; in the data active means activity change below about -75%, passing the limit was not always enough;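 further: luminescence divided by OD600 gain over 9 h not by final OD600 alone; inactives centre near 13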
GSK3A inh = human GSK-3 alpha kinase inhibition; 320,000 tested, 0.1% active; AID 2650; inhibition, % at 10 µM; ADP-Glo luminescence, 60 min; P49840;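 in the data active means inhibition above about 50%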;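 further: GST-tagged GSK-3 alpha with peptide substrate and 25 µM ATP; 0% = DMSO neutral wells and 100% = GW8510 positive control wells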
Target sequence (P49840 whole entry, looked up): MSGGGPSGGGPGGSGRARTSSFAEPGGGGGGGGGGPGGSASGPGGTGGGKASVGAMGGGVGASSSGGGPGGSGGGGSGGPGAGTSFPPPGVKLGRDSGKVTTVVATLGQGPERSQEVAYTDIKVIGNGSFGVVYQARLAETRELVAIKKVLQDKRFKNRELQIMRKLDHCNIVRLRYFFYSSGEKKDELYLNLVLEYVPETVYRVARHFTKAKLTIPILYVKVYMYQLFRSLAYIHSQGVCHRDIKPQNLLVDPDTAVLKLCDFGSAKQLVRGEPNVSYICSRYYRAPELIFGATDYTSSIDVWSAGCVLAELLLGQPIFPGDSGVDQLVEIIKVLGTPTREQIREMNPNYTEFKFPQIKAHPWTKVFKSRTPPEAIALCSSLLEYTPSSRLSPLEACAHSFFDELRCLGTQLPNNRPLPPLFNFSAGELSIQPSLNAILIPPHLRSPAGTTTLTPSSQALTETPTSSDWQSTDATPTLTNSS
HSP90 refold inh = blocks HSP90-mediated luciferase refolding in reticulocyte lysate; Rabbit reticulocyte lysate, luciferase refolding luminescence, 3 h; inhibition, % at 5.6 µM; 290,000 tested, 0.91% active; AID 1789;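 active means inhibition above the screen-wide mean plus 3 SD, computed separately per campaign, cut at about 16% in these data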;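 further: 0% = DMSO wells and 100% = 60 µM geldanamycin wells; inhibitors lower the luminescence because luciferase stays unfolded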
KLF5 inh = suppresses KLF5 promoter-driven expression. DLD-1 KLF5 promoter-luciferase reporter, luminescence. inhibition, % at 5 µM. 290,000 tested, 0.23% active. AID 1700;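 active means inhibition above a per-plate limit of that plate's mean compound inhibition plus 3 SD, cut at about 60% in these data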;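 further: 0% = DMSO wells and 100% = LY294002 at 200 µM; higher means less KLF5 promoter-driven luciferase light; inactives centre near -14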
HSF1 inhib = HSF1 inhibition; NIH3T3-HGL HSE-luciferase, MG132-induced, luminescence 8 h; hits give low values; activity change, negative = inhibition, % at 7.5 µM (by protocol); 300,000 tested, 0.77% active;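 active means more than half of replicate wells show activity change below -50%, luminescence cut by over half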;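 further: luciferase reports HSF-1 transcriptional activity via heat shock element; 0% = median of DMSO wells and -100% = zero luminescence signal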
IEC-6 cytotox = kills IEC-6 intestinal cells in KLF5 counter-screen. AID 1825. IEC-6 cytotoxicity, luminescence viability. inhibition, % at 5 µM. 290,000 tested, 0.78% active; in the data active means inhibition above about 22%;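 further: 0% = plate median of test compound wells and 100% = cytotoxic reference compound wells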
aSyn 5UTR inh = MLPCN primary screen, SNCA 5' untranslated region; alpha-synuclein 5'UTR reporter, inhibitor activity; inhibition, % (tested at 7.5 µM); 300,000 tested, 0.82% active; in the data active means inhibition above about 60%;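 further: H4 neuroglioblastoma cells stably carrying SNCA 5'UTR luciferase fusion; 0% = DMSO wells and 100% = positive control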
PolyA inh = yeast polyadenylation inhibition; S. cerevisiae SKY197-pL101 polyadenylation reporter, beta-gal luminescence; efflux-impaired pdr1/pdr3 knockout yeast; score 100 = 6 SD above DMSO; calls only at 12 µM; 300,000 tested, 0.02% active;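 active means lowest replicate activity score at least 50, where 100 means six control SD above control mean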;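 further: yeast exposed to compound for 9 h at 30 °C; higher score means more reporter readthrough which indicates perturbed polyadenylation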
* marks the source's active call; other numbers are inactive results; i = inactive; / = not tested or not shown.

Molecule	HSF-1 act	GSK3beta inhib	AI-2 QS modul	GSK3A inh	HSP90 refold inh	KLF5 inh	HSF1 inhib	IEC-6 cytotox	aSyn 5UTR inh	PolyA inh
CCc1nnc(NC(=O)CSc2nnc3nc(C)cc(C)n23)s1	3.3	0.7	-19.8	-3.6	-0.1	-16.7	-0.5	-6.7	-9.8	i
CCOc1ccc(C(=O)NCCN2CCCCC2)c(OCC)c1	-6.7	1.5	-6.2	2.1	-0.1	-25.4	-3.3	0.4	9.0	i
O=C(NC1CCCCCC1)c1ccc(Cl)c(S(=O)(=O)N2CCOCC2)c1	30.1	-1.8	13.7	0.9	-1.4	-47.0	13.7	12.4	-36.3	i
COc1cc(C(=O)NCC2CCCO2)cc(OC)c1OC (stereo unspecified)	27.4	3.1	4.3	1.0	-1.5	-7.5	0.7	5.7	-20.2	i
O=C(/C=C/c1ccc2c(c1)OCO2)NCCSCc1ccc(Cl)cc1Cl	15.9	0.9	1.9	/	-0.9	-22.3	-1.1	-1.4	-4.6	i
CCC(O)c1nc2ccccc2n1CCc1ccccc1 (stereo unspecified)	11.0	-0.1	21.3	-0.9	-5.3	-31.7	10.9	0.8	1.0	i
CN(C)Cc1ccc(CNC(=O)COc2ccc3ccccc3c2)cc1	7.4	1.2	29.5	-4.4	-4.0	-17.3	4.9	-6.1	3.8	i
C=CCOc1cccc(C2/C(=C(/O)c3ccc(F)cc3)C(=O)C(=O)N2CCN2CCOCC2)c1 (stereo unspecified)	-19.4	1.6	-9.0	-7.5	-0.5	-14.7	-1.0	-6.7	6.3	i
O=c1n(Cc2ccccc2)nc2n1-c1ccccc1SC2	11.8	2.3	22.7	-1.8	-4.7	-75.5	-2.2	-4.2	-51.6	i
COc1ccc(C(=O)N/N=C(/C)c2cccc(NC(=O)C(F)(F)F)c2)cc1	-1.8	1.4	9.9	0.9	1.8	-42.8	0.1	6.2	-107.7	i
O=S(=O)(c1cccc(-c2nnco2)c1)N1CCCC1	/	/	/	0.4	-1.4	-28.3	/	-4.4	/	/
CSc1ccc(/C=N/N(C)S(=O)(=O)c2ccc(C)cc2)cc1	28.9	1.6	-5.1	-0.6	5.4	7.7	3.5	-0.6	-17.0	i
O=C(NCC(=O)N1CCN(S(=O)(=O)c2ccccc2F)CC1)c1ccc2c(c1)OCO2	-15.1	1.2	5.6	-2.5	/	/	-0.6	/	4.7	i
COc1ccc(-c2ccc(SCc3ccccn3)nn2)cc1OC	7.2	0.3	-2.8	-4.9	-1.8	-43.3	-4.5	-3.0	-9.5	i
CCOC(=O)Nc1ccc2ncn(C)c(=O)c2c1	0.0	2.3	16.7	-1.6	-3.9	-13.3	-3.5	0.9	18.9	i
Cc1nn(-c2ccccc2)c(/N=C/c2ccccc2O)c1-c1ccccc1	39.2	-4.1	6.4	-0.7	-1.1	-104.1	26.0	-1.0	-175.9	i
O=c1c2nccnc2[nH]c(=S)n1Cc1ccccc1Cl	1.6	0.4	44.6	-1.3	0.4	-23.2	-0.5	-13.0	21.9	i
CCOC(=O)c1c(-c2cccs2)csc1NC(=O)CSc1ncn[nH]1	21.9	0.7	6.5	-4.2	0.3	4.2	4.9	2.2	3.9	i
COc1cc(/C=C2\NC(=S)N(C)C2=O)ccc1O	-15.6	-3.3	-5.2	2.2	-0.9	-18.1	-0.5	-0.7	-32.4	i
CC(OC(=O)C1CCCC1)C(=O)Nc1ccc(S(N)(=O)=O)cc1 (stereo unspecified)	0.9	3.7	0.6	-0.9	/	/	0.2	/	-9.3	i
Cc1ccc(SC[C@H](Cc2ccccc2)N2CC[C@@H](NC(=O)OCc3ccccc3)CCC2=O)cc1	-0.4	-1.2	7.4	-2.3	1.6	-16.8	2.1	-3.4	2.9	i
COc1cc(OC)c2c(C)cc(=O)oc2c1C(CCN1CCOCC1)c1ccc2c(c1)OCO2 (stereo unspecified)	42.5	2.8	18.1	-1.7	/	/	16.7	/	-4.7	i
O=S1(=O)CCN2C(=N1)Sc1c2ccc2c1CCCC2	1.2	-1.3	12.2	3.8	1.1	-11.8	8.3	-3.6	40.9	i
COc1ccc(NC(=O)C2CC(c3ccccc3Cl)=NO2)cc1 (stereo unspecified)	26.1	-2.1	-17.7	-1.8	-3.7	-8.7	-3.1	-1.0	-46.5	i
CCN(c1ccccc1)C1(O)C(=O)c2ccccc2C1=O	8.9	-1.3	17.9	-0.1	-0.2	-39.0	13.5	2.5	13.3	i
CCOC(=O)c1cnc(-c2ccc(C(F)(F)F)cn2)[nH]c1=O	13.6	4.5	49.0	0.8	3.5	-23.1	-1.0	1.3	-11.5	i
CCOc1ccc(N(C)Cc2cc(=O)oc3ccc(OCC)cc23)cc1	-4.0	-0.3	5.1	-1.6	5.0	-7.7	-5.1	0.0	-7.2	i
CCOC(=O)C1=C(C)NC(=O)NC1/C=C\c1ccccc1 (stereo unspecified)	40.6	3.0	12.8	-3.4	-1.4	-1.6	14.9	-1.4	17.8	i
COc1cc(NC(=S)NCCC(c2ccccc2)c2ccccc2)c(OC)cc1Cl	-7.9	-2.3	33.0	0.4	4.9	-13.9	3.1	-1.8	-2.7	i
COc1ccccc1C(=O)Nc1ccc(-c2nnn(CC(=O)N3CCN(C(=O)c4ccco4)CC3)n2)cc1	-4.2	-0.9	8.4	/	-0.1	-5.6	-6.6	0.5	-79.0	i
CCOCCCNC(=O)C(c1ccc(C)cc1)N(Cc1ccc2c(c1)OCO2)C(=O)CNC(C)=O (stereo unspecified)	13.3	3.1	22.8	-0.1	0.7	-32.1	-0.6	1.4	-1.1	i
Cc1ccc(COn2c(-c3ccc(Cl)cc3)nc3ccc([N+](=O)[O-])cc32)cc1	-4.5	1.2	18.6	-1.8	-1.1	-128.8	-2.2	-0.6	-198.2	i
Cc1ccc(S(=O)(=O)N2CCCC2)cc1C(=O)NCc1ccccn1	-4.8	1.5	29.6	-1.2	-3.4	-22.6	-5.0	-2.9	-11.0	i
CCOc1ccc(N2C(=O)CC(N3CCc4ccccc43)C2=O)cc1 (stereo unspecified)	27.4	1.2	10.9	0.9	6.6	-32.9	-0.7	-2.9	4.9	i
CCCCC(=O)Nc1cccc(NC(=O)C(C)C)c1	8.4	-1.9	17.1	0.2	0.2	-0.6	4.9	0.3	7.9	i
Cc1ccc(-c2nc(C#N)c(NCc3cccc4c3OCO4)o2)cc1	24.4	0.1	-46.3	-0.3	-3.8	-11.4	24.5	-2.3	-65.8	i
COc1ccc(-c2csc(NC(C)c3nc4cc(Cl)c(Cl)cc4n3CCOCCO)n2)cc1 (stereo unspecified)	10.6	2.2	12.9	0.1	/	/	17.0	/	10.2	i
Cc1ccccc1OCC(=O)N=Nc1c(O)n(C)c2ccccc12	5.1	0.3	17.7	2.3	-4.9	-24.9	9.9	-3.4	-59.4	i
COc1ccc(C2=NN(C(=O)c3cccs3)C(c3ccccc3O)C2)cc1 (stereo unspecified)	29.2	-4.4	13.5	0.6	8.1	-18.5	22.0	-10.4	31.9	i
Cc1ccc(NC(=O)C2CCCN(S(=O)(=O)c3c(C)noc3/C=C/N(C)C)C2)cc1F (stereo unspecified)	/	/	/	5.8	0.5	-27.4	/	0.2	/	/
O=c1[nH]c(C2CCN(S(=O)(=O)c3cccc(Cl)c3)CC2)nc2c1nnn2Cc1ccccc1	40.7	1.7	17.3	/	5.9	-5.1	6.8	2.6	12.9	i
COc1ccc(N2Cc3cccc(C(=O)N4CCN(C(=O)c5ccco5)CC4)c3C2=O)cc1	9.0	-1.5	39.8	-1.3	-2.3	-35.8	9.0	-2.4	-18.3	i
C[C@H]1CC[C@@]2(O[C@@H](CCO)C[C@H](O)[C@H]2O)O1	0.2	1.3	1.9	0.8	/	/	-2.3	/	24.9	i
COc1cc(NC(=O)C2=COCCO2)c(OC)cc1Cl	7.5	-0.6	16.5	-1.8	/	/	-2.4	/	20.9	i
COc1ccc(C(=O)NC2CCN(C(=S)Nc3cc(C)cc(C)c3)CC2)cc1	-0.4	-1.3	11.1	0.5	0.8	-1.1	-8.1	3.9	22.7	i
COc1ccc(Br)cc1C(=O)NC(=S)Nc1c(C)n(C)n(-c2ccccc2)c1=O	-18.0	-1.2	8.3	0.4	12.2	-11.8	-3.0	-3.3	9.9	i
COc1ccc(Br)cc1/C=N/NC(=O)CNC(=O)C1COc2ccccc2O1 (stereo unspecified)	21.0	-3.8	4.2	-2.3	2.7	-5.3	-1.1	0.3	1.5	i
Cc1ccc(C(C(=O)NCc2ccco2)N(C(=O)Cc2cccs2)c2cccnc2)cc1 (stereo unspecified)	5.2	0.6	3.3	0.2	-2.6	-7.3	15.5	-2.8	-1.8	i
COc1ccc(NC(=O)c2ccc3c(c2)NC(=O)CO3)cc1OC	3.6	/	/	-0.8	0.9	-24.9	-2.1	6.0	27.4	i
CC(C)c1nc2cc(C(=O)N(C)C3CCOCC3)ccc2o1	-7.7	-0.7	5.7	4.4	-0.8	-9.7	0.6	3.6	-18.4	i
COc1ccc(C2C=C(c3ccccc3)Nc3nnnn32)cc1 (stereo unspecified)	-6.7	-2.1	-11.2	3.0	-1.2	-19.0	-1.8	4.6	-167.9	i
O=C(Nc1ccon1)C1CCN(S(=O)(=O)c2cccs2)CC1	-4.6	-3.9	-1.8	0.9	0.8	-22.8	-9.0	0.9	-4.8	i
Cc1ccc(CNC(=O)Nc2ccccc2)c(C)c1	2.7	-7.1	14.7	-0.5	4.9	-86.2	14.1	4.3	-153.4	i
O=C(c1ccccn1)N(Cc1ccco1)C1(C(=O)NC2CCCCC2)CCCCC1	-0.4	-0.3	14.0	/	-2.5	0.8	-1.0	1.8	-25.8	i
Cc1ccccc1S(=O)(=O)Cc1ccc(C(=O)NCCCN2CCN(C)CC2)o1	-0.2	-0.4	7.9	1.1	-1.2	-0.8	-5.6	-4.8	-4.1	i
COc1ccc(CCN2C(=O)CN=C2Nc2ccc(F)cc2)cc1OC	10.7	-1.3	8.9	2.4	0.3	-6.0	4.3	6.8	-11.2	i
CCc1nn(C(CC)C(=O)NCc2cccs2)c(=O)c2cc3occc3n12 (stereo unspecified)	-2.0	-3.3	3.4	2.3	0.6	-11.4	11.4	2.8	-26.9	i
Cc1ccc2c(c1)c1ncnc(N3CCN(c4ccccc4)CC3)c1n2C	/	/	/	-1.7	0.7	-26.0	/	6.4	/	/

This is a subset; the hit share may differ from the screen's.
